TRPV1 agonist: activates the human vanilloid receptor TRPV1. activation, % at 8.33 µM. 320,000 tested, 0.19% active. Q8NER1. TRPV1-expressing cells, Fluo-8 calcium influx, agonist mode; in the data active means activation above about 80%; inconclusive means between about 30% and that limit; further: 0% is about no effect
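Fluo-8 calcium influx in TRPV1-expressing cells, kinetic read (ex 480/em 520 nm). Compound added and read 3 min for agonist activity, followed by capsaicin at EC20 final and 2 min further read for enhancement.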
p53 reactivation: re-activators of mutant p53 | H1299 p53-A138V BP100-luciferase reporter, luminescence, 24 h | Potency, µM (titrated, usually from 92.2 µM), for inactives: at the highest dose activity change, positive = activation, actives largely listed as activators | 320,000 tested, 0.063% active | AID 504706; further: potency means the concentration at half of the fitted maximal effect; % of control where 0% means no effect; nearly all actives have a fitted effect of over 45% in size
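H1299 (p53-null), stable ts p53-A138V + BP100-Luc; 1000 cells/well, Opti-MEM/10% FBS; cpd 4 pt, 1:5; 24 h, 37 deg C, 5% CO2; detection reagent 10 min RT; luminescence.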
PTAP TSG101 blk: blocks PTAP/TSG101 interaction to inhibit HIV-1 budding. 340,000 tested, under 10 active. AID 493005. Fluorescence polarization, FITC-PTAP peptide / Tsg101 binding. Potency, µM (top dose mostly 115 µM), for the others: at the highest dose activity change, negative = inhibition, usual class: inhibitors. Q99816; active means well fitted inhibition curve with a large enough effect in the main read-out, with a control signal flat, not every such curve was filed as active; inconclusive means small, poorly fitted or top-dose-only effect, or effect the other way, or a change in a side signal; inactive means no such curve, though single readings can be large or run the other way; further: potency means the concentration at half of the fitted maximal effect; % of control where 0% means no effect
Target sequence (Q99816 whole entry, looked up): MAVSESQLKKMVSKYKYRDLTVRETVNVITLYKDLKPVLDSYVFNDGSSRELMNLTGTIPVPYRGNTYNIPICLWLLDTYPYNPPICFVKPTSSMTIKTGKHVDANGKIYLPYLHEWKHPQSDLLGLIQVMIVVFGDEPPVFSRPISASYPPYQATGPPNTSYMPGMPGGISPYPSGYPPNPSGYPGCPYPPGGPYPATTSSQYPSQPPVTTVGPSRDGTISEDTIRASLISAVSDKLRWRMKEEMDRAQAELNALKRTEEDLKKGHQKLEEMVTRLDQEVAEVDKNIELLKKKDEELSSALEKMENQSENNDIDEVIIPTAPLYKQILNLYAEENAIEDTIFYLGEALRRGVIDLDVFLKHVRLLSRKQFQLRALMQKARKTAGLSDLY
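Compounds were pin-transferred onto Tsg101 binding domain (10 uM final) in HEPES pH 7.5 buffer, then FITC-PTAP peptide was added at 50 nM final. After 20 min at RT, polarization reported peptide displacement across a qHTS concentration series.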
A-T KAP1 phos: candidate therapy for ataxia-telangiectasia. Potency, µM (doses to about 57.5 µM), for inactives: at the highest dose activation, actives largely listed as activators. […] A-T fibroblasts, KAP-1 phosphorylation AlphaLISA; neocarzinostatin DNA damage 30 min before lysis. 320,000 tested, 0.19% active. AID 485349; further: potency means the concentration at half of the fitted maximal effect; % of control where 0% means no effect; nearly all actives have a fitted effect of over 45% in size
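hTERT-immortalized A-T patient fibroblasts ([…]), 500 cells/well in OPTI-MEM, 1% FBS, got compounds for 60 min, then NCS for 30 min at 37C. Lysates were then assayed for phospho-KAP-1 by AlphaLISA (anti-pKAP1 donor, anti-KAP1 acceptor beads), 6 hr at 25C.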
CXXC DNA block: blocks binding of human MLL CXXC domain to DNA; Potency, µM (highest dose often 115 µM), without a hit: at the top dose activity change, negative = inhibition, actives largely listed as inhibitors; 290,000 tested, 0.037% active; Q03164; MLL-CXXC / FITC-HOXA9 DNA fluorescence polarization; active means well fitted inhibition curve with a large enough effect in the polarisation, with a control signal flat, not every such curve was filed as active; inconclusive means small, poorly fitted or top-dose-only effect, or effect the other way, or a change in a side signal; inactive means no such curve, though single readings can be large or run the other way; the % refers to the polarisation; further: potency means the concentration at half of the fitted maximal effect
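Steps: dispense CXXC domain solution (7 uM) → pin compounds or unlabeled HOX-A9 DNA control → 5 min ambient → add FLSN-HOX-A9 solution (50 nM) → spin → 30 min ambient → fluorescence polarization. Tris pH 7.5/NaCl/DTT/BSA buffer.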
BRCA1 expr up: BRCA1 expression activation; Potency, µM (series often up to 46.1 µM), for the others: at the top dose activation, most hits filed as activators; 380,000 tested, 1.1% active; MCF7-BRCA1-FFLuc reporter, luminescence, 48 h; response scale: scaled: vehicle 0%, 10 µM genistein 100%; further: potency means the concentration at half of the fitted maximal effect; nearly all actives have a fitted effect of over 80% in size; some results filed as inactive show a strong effect at the top dose
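MCF7-BRCA1-FFLuc, 2000 cells/well; 2 h attach, 37 °C/5% CO2; compound 48 h; luciferase substrate 15 min; luminescence end-point. Norm. to genistein 10 microM max activation and DMSO; concentration-response curves fitted.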
TCR activator: activators of T cell receptors. primary human leukocytes, anti-CD3, IL-2 HTRF, 48 h. Potency, µM (series often up to 9.22 µM), for the others: at the top dose activation of IL-2 secretion, most hits filed as activators. 330,000 tested, under 10 active; further: % of control where 0% means no effect
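Using a-CD3 beads without co-stimulation, primary human leukocytes were exposed to compounds for 48 hr. An HTRF IL-2 kit measured the cytokine, with europium-to-d2 energy transfer producing emission at 665nm upon 320nm excitation.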
a7 integrin act: activators of alpha7 integrin expression for muscular dystrophy | alpha7betagal myoblasts, beta-gal FDG fluorescence, 48 h | Potency, µM (doses to about 38.3 µM), inactives show top-dose activation, actives largely listed as activators | 350,000 tested, 0.064% active | AID 624291;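 further: potency means the concentration at half of the fitted maximal effect; 100% = response of the positive control SU9516; nearly all actives have a fitted effect of over 60% in size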
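alpha7betagal+/- myoblasts (passage 13, 250/well) treated 48 h at 37C with compounds at 1:260 dilution of DMSO stock. Lysed, then beta-galactosidase activity read as FDG fluorescence (ex 480/em 540) after 30 min, with pre-read for autofluorescence.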
ELG1 repair inh: ELG1-dependent DNA repair inhibition; HEK293T ELG1-luciferase reporter, luminescence, 16 h; DNA damage induced by 5-fluorouridine; Potency, µM (titrated, usually from 46.1 µM), for the others: at the highest dose activity change, negative = inhibition, most hits filed as inhibitors; 330,000 tested, 2.3% active; further: potency means the concentration at half of the fitted maximal effect; on the % scale 0 is the no-effect control and ±100 the full control effect; nearly all actives have a fitted effect of over 55% in size
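Overnight (16 hr) co-exposure of 2,000 cells/well to 5-fluorouridine and compound at 37 °C preceded detection. Luciferase was quantified via ONE-Glo luminescence; loss of signal denotes inhibition.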
B2AR arrestin: agonists driving beta-arrestin recruitment to human beta2-adrenergic receptor; Potency, µM (highest dose often 46.1 µM), for the others: at the top dose activation, most hits filed as activators; AID 492947; P07550; beta-arrestin recruitment to beta2AR, cell-based reporter; 330,000 tested, 0.02% active;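 further: potency means the concentration at half of the fitted maximal effect; 0% = DMSO controls and full agonism = EC100 isoproterenol or metaproterenol; nearly all actives have a fitted effect of over 65% in size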
Target sequence (P07550 whole entry, looked up): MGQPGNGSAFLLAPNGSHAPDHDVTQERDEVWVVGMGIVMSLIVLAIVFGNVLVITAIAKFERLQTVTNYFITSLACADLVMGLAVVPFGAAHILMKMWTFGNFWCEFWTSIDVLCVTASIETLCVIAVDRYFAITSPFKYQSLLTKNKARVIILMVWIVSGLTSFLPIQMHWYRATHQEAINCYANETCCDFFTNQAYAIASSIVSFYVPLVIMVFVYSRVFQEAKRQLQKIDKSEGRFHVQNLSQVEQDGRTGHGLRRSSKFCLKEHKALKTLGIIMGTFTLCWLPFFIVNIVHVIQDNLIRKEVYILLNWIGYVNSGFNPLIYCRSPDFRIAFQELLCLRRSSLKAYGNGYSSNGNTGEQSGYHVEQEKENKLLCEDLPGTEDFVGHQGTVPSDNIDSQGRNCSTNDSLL
Active calls of the source: *; ? = inconclusive; · = no result given; & = joins results of further samples; [ ] = another dose, or the depositor's remark. Unless noted, the call rests on the fitted dose curve; in most records, active means well fitted curve in the direction sought with a large enough effect; inconclusive means small, poorly fitted or top-dose-only effect, or another doubt; inactive means no such curve, though single readings can be large; an effect the other way counts as inactive or inconclusive.

Molecule,TRPV1 agonist,p53 reactivation,PTAP TSG101 blk,A-T KAP1 phos,CXXC DNA block,BRCA1 expr up,TCR activator,a7 integrin act,ELG1 repair inh,B2AR arrestin
CN(C1CCCCC1)S(=O)(=O)c1ccc2c(c1)c(=O)c(C(=O)NCCCN1CCCC1)cn2C,0,2%,-2%,19%,10%,8%,-3%,3%,-8%,0.2%
O=C(Cc1coc2cc(O)ccc12)N1CCN(S(=O)(=O)c2ccc(Br)cc2)CC1,·,·,-5%,·,·,-32%,4%,-34%,·,·
COCCN(C(=O)CSCc1ccccc1)c1c(N)n(Cc2ccccc2)c(=O)[nH]c1=O,2,9%,-1%,2%,5%,-2%,5%,6%,18%,0.5%
CCC(C)NC(=O)c1ccc(NC(=O)C2CCCO2)cc1 (stereo not given),2,20%,-13%,3%,-3%,28%,·,18%,0%,0.1%
Cc1ccc(C(=O)CNc2cccc([N+](=O)[O-])c2)cc1,8,8%,-4%,-3%,-6%,0%,-5%,13%,?,-0.2%
COC(=O)[C@@]1(Cc2ccc(OC)cc2)[C@H]2c3cc(C(=O)N4CCCC4)n(CCN4CCNC4=O)c3C[C@H]2CN1C(=O)c1ccccc1,3,-11%,·,-31%,17%,·,·,·,5%,-0.7%
O=C(N/N=C/c1cc(Cl)ccc1O)c1cccnc1,14,?,-7%,3%,192%[activator],-64%,-3%,-26%,?,-0.7%
CCCCN(CC)C(=O)/C=C/c1cccc([N+](=O)[O-])c1,0,-13%,-5%,5%,-11%,7%,-3%,-11%,-8%,0.4%
CN1CCC(N(C)S(=O)(=O)c2ccc(NC(=O)COc3cccc(Cl)c3)cc2)CC1,1,1%,-1%,0%,·,-13%,-3%,-45%[inhibitor],3%,0.4%
Cn1c(-c2ccccc2)cnc1SCC(N)=O,0,2%,-3%,0%,-2%,0%,·,2%,10%,-0.6%
CCc1nc2ccccc2c(C(=O)Nc2ccc(F)cc2)c1C,0,6%,-2%,-12%,10%,0%,5%,-3%,0%,0.4%
CCOC(=O)C1C(=O)C=C(c2ccc([N+](=O)[O-])cc2)CC1c1ccccc1 (stereo not given),2,-11%,-5%,-3%,8%,1%,·,-14%,?,-1.2%
COC(=O)CCC(=O)Nc1nc(-c2ccccc2)cs1,·,·,-6%,·,·,31%,2%,-6%,·,·
O=C(NN1C(=O)c2ccccc2C1=O)c1ccncc1,10,5%,-4%,4%,-1%,5%,5%,?,4%,0.1%
Cc1cccc(NC(=O)CSc2nnc(CNC(=O)c3ccco3)n2C)c1,2,-7%,-1%,-3%,9%,0%&3%,1%,-3%,0%,-0.3%
COc1ccc(/C=N/N2CCN(C)CC2)c(OC)c1OC,3,3%,-4%,0%,1%,-10%,0%,-34%,-1%,0.1%
Cc1nc2ccc(F)cc2cc1C(=O)Nc1ccc(Cl)c(Cl)c1,?,-10%,1%,1%,1%,-10%,6%[46.1 µM],27%,-16%,-2.4%
Cc1cccc(N(CC(=O)NC2CCCC2)C(=O)c2cc3cc4cccc(C)c4nc3s2)c1C,·,0%,-7%,·,-3%,-45%,3%,-17%,18µM*,0.0%
Cc1cccc(-n2nnc(C(=O)NCc3ccccn3)c2N)c1,-1,3%,-11%,-2%,3%,23%,-2%,6%,?,0.0%
Cc1ccc(NC(=O)CCc2ccc(S(=O)(=O)N3CCOCC3)cc2)c(C)c1,-5,-3%,-4%,23%,2%,4%,3%,14%,-11%,-0.3%
C(=Nc1ccc(N2CCOCC2)cc1)c1c[nH]c2ccccc12,3,12%,-2%,42%,9%,-2%,-9%,-9%,?,0.4%
O=C(CCC1CCCC1)NCCS(=O)(=O)N1CCN(c2ccc(F)cc2)CC1,8,-1%,1%,-7%,·,-14%,-4%,11%,-8%,0.0%
CCCCN1C(=O)c2ccc(C(=O)NC3=NCCS3)cc2C1=O,9,6%,-4%,-4%,-1%,1%,13%,15%,-16%,-0.5%
CS(=O)(=O)N(CC(=O)N1CCCC1)c1ccc2c(c1)OCCO2,-2,-3%,-6%,1%,-1%,-2%,-5%,13%,7%,-0.9%
O=[N+]([O-])c1ccc(/C=N/n2c(-c3ccccc3)n[nH]c2=S)cc1,1,·,-1%,0%,4%,-5%,·,13%,7%,-1.9%
O=C(c1nn2c(C(F)(F)F)cc(-c3ccccc3)nc2c1Cl)N1CCN2CCCC2C1 (stereo not given),0,·,0%,-9%,-3%,-21%,4%,-14%,-18%,-1.4%
CCOC(=O)/C(C#N)=C1/C=C(C)c2ccccc2N1,19,1%,-2%,1%,3%,46%,9%,7%,1%,-0.3%
COc1ccc(Cl)cc1C(=O)Nc1ccc2c(c1)OCCO2,15,11%,1%,6%,13%,44%,-5%,14%,?,-0.9%
O=C(NNc1ccccn1)c1ccccc1CC[N+](=O)[O-],2,11%,0%,1%,2%,21%,-1%,15%,?,-0.8%
COc1cccc(NC(=O)C(OC(=O)c2ccccc2NS(=O)(=O)c2cccs2)c2ccccc2)c1 (stereo not given),0,-1%,2%,6%,3%,-28%,7%[46.1 µM],17%,-15%,-0.6%

Carrying on:
Molecule,TRPV1 agonist,p53 reactivation,PTAP TSG101 blk,A-T KAP1 phos,CXXC DNA block,BRCA1 expr up,TCR activator,a7 integrin act,ELG1 repair inh,B2AR arrestin
COC(=O)c1cn(NC(=O)CCC2CCCC2)c(=O)c2ccccc12,?,-6%,-8%,-2%,1%,0%,3%,17%,?,-0.6%
COc1ccc(CCN(Cc2cccs2)S(=O)(=O)c2ccc(-n3cnnn3)cc2)cc1OC,7,4%,-1%,6%,-3%,-39%,5%,-9%,16µM*,-0.4%
CC(C)NCC(O)COc1ccc(COCCOC(C)C)cc1 (stereo not given),·,·,-2%,·,18%,19%,3%,·,·,·
Cc1ccc(C2=N/C(=C/N3CCOCC3)C(=O)O2)cc1,?,?,-4%,-5%,1%,8.9µM*,2%,-21%,?,-0.3%
CCCCN1CN(Cc2ccccc2)CNC1=S,0,2%,1%,-2%,8%,-19%,5%[46.1 µM],15%,4%,0.2%
CCCn1c(N)c(C(=O)CSc2nc3ccccc3s2)c(=O)[nH]c1=O,4,9%,1%,0%,4%,-5%,-1%,-22%,?,0.1%
O=C(Cc1cccc(F)c1)N1CCCC(CO)(Cc2ccc(F)cc2F)C1 (stereo not given),10,-6%,-5%,4%,-5%,-20%,3%,-2%,-3%,-0.3%
C[C@@H]1CN([C@@H](C)CO)C(=O)Cc2cc(NC(=O)Nc3cccc4ccccc34)ccc2O[C@@H]1CN(C)S(C)(=O)=O,·,-4%,-7%,-3%,·,0%,-3%,3%,13%,-0.1%
Cc1sc(N)nc1-c1ccc(Oc2ccccc2)cc1,0,·,-7%,6%,3%,100%,·,-10%,?,-1.1%
CC1=C([N+](=O)[O-])C(c2ccc(Cl)cc2)NC(=O)N1C (stereo not given),1,1%,0%,-3%,4%,-14%,-2%,-36%,1%,-0.9%
COc1ccc(-c2nc(CC(=O)Nc3cccc(S(=O)(=O)NC4=NCCC4)c3)cs2)cc1,-4,-4%,-1%,34%,·,-13%,7%,3%,-19%,1.5%
O=C1O/C(=C\c2ccccc2)c2ccccc21,25,-3%,-3%,4%,2%,0%,-4%[46.1 µM],-4%,12%,-0.6%
Cc1ccc(NC(=S)NC(=O)C2CCC2)cc1C,28,?,-2%,4%,1%,?,6%,25%,?,-0.3%
Cc1nc2ccccc2c(=O)n1-c1ccc(F)c(NC(=O)c2cccs2)c1,-3,-12%,-3%,-2%,·,-15%,2%,?,-30%,-0.7%
Nc1ccc(Cl)c[n+]1Cc1cccc2cccnc12,0,-5%,0%,-2%,-2%,-3%,1%,-9%,-16%,-0.5%
Cc1ccc(-n2ncc(C(=O)NCC3CCN(C4CCCC4)C3)c2C2CCN(C(=O)OC(C)(C)C)CC2)cc1 (stereo not given),0,-7%,-6%,-9%,1%,0%,-7%,-54%[inhibitor],1%,0.2%

Bioassay records: PubChem BioAssay, National Center for Advancing Translational Sciences (NCATS)
